# Bcl-B TR3 displacers = displacers of TR3 peptide from Bcl-B, primary screen, selectivity assay for Bfl-1 inhibitor project, biochemical, fluorescence polarization. FP displacement of FITC-TR3 peptide from Bcl-B; higher % means a stronger effect. one-dose displacement, % at 20 µM; IC50 in µM for titrated hits. actives 0.11% (n = 96,000). AID 748;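 active = displacement above 50% at 20 µM plus a fluorescence interference ratio under 1.5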;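 also: plate controls were wells without compound for no effect and wells lacking Bcl-B protein for full effect; a part of the inactive calls stands beside numbers as strong as those of hits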
# MRP resist rev = MRP-mediated drug resistance reversal; H69AR cells + 2 uM doxorubicin, CellTiter-Glo, 72 h; actives 0.04% (n = 85,000); differential viability (reversal), % at 10 µM; AID 602;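 active = viability drop by adding the cancer drug above about 55%, with treated viability meeting a 40% cutoff, limit read from the data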;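 also: viability without doxorubicin minus viability with 2 µM doxorubicin for each compound; larger differential means the compound sensitizes cells more to doxorubicin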
# NFkB transloc pot = enhances IL-1B driven NFkB nuclear translocation | AID 819 | activation, % at 2 µM | actives 0.3% (n = 94,000) | HUVEC IL-1B NFkB p65 nuclear translocation imaging;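 active = activation above 40%, about the mean plus 3 SD, also judged a hit on visual image review; inconclusive = activation above 40% but not a hit on visual review; inactive = activation not above 40% and no visual hit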;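 also: percent activation is computed from the nuclear over cytoplasmic p65 intensity ratio; values of inactives mirror those of a sister screen read the other way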
# PLAP inhibitors HTS = PLAP enzyme inhibitors, biochemical, luminescence, HTS (AID 690). one-dose inhibition, % at 20 µM; IC50 in µM for titrated hits. purified PLAP, luminescent substrate; higher % means a stronger effect. actives 0.08% (n = 96,000); in the data active = a potency from the dose series; inactive = the rest, 99 in 100 with inhibition below about 30%; also: strong numbers were not always called active
# NFkB transloc inh = blocks IL-1B driven NFkB nuclear translocation in HUVEC cells; actives 0.43% (n = 94,000); inhibition, % at 2 µM; AID 796; HUVEC IL-1B NFkB p65 nuclear translocation imaging;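 active = inhibition above about 30% together with a positive call from visual inspection of the well image, limit read from the data; inconclusive = inhibition above a set limit but visual check negative; inactive = inhibition not above a set limit, visual check negative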;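 also: nuclear over cytoplasmic p65 intensity ratio measured by imaging; 0% = IL-1B stimulated DMSO wells and 100% = unstimulated DMSO wells; values of inactives mirror those of a sister screen read the other way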
# MRP resist rev cytotoxicity = recorded beside MRP resist rev, whose call it bears; viability, %; H69AR cells, CellTiter-Glo, 72 h; measured here: cytotoxicity without doxorubicin
# MRP resist rev with doxorubicin = second read-out of MRP resist rev, no call of its own (marks repeat the call); viability, %; measured here: viability with 2 uM doxorubicin; active compounds read low
# NFkB transloc inh cell count 2 µM = second read-out of NFkB transloc inh, no call of its own (marks repeat the call); cell count; measured here: cells passing quality filter;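 raw number of nuclei counted in each imaged well without normalization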
# NFkB transloc pot cell count 2 µM = also measured in NFkB transloc pot; calls as there; cell count; measured here: cells passing quality filter
# * hit, by the source's call; ? = inconclusive; / = no result given. A portion of the library (hit frequency here may not be typical).
SMILES,Bcl-B TR3 displacers,MRP resist rev,MRP resist rev cytotoxicity,MRP resist rev with doxorubicin,NFkB transloc pot,NFkB transloc pot cell count 2 µM,PLAP inhibitors HTS,NFkB transloc inh,NFkB transloc inh cell count 2 µM
CCOC(=O)C1CCCN(c2c(NCCN(CC)c3ccccc3)c(=O)c2=O)C1 (configuration not stated),22.7%,-2.1,79.4,81.5,16.0,58,5.7%,-16.0,58
Cc1ccc(Nc2ncccc2C(=O)O)cc1C,-4.3%,16.1,99.6,83.5,23.9,184,-13.0%,-23.9,184
CCN(CC)CCNc1nc2cc(OC)c(OC)cc2c2nc(-c3ccccc3)nn12,10.9%,-3.1,15.5,18.6,1.2,161,-89.9%,-1.2,161
COc1ccc(NC(=O)Cn2nnc(-c3ccccc3NC(=O)c3ccco3)n2)cc1,4.0%,-5.0,4.3,9.4,-4.5,104,14.8%,4.5,104
CN(c1ccccc1C(=O)NCC1CCCO1)S(C)(=O)=O (configuration not stated),2.4%,13.8,96.1,82.3,17.3,161,0.9%,-17.3,161
O=C(NCN1C(=O)C2C3C=CC(C3)C2C1=O)Nc1ccccn1 (configuration not stated),/,/,/,/,5.7,134,/,-5.7,134
CSCC[C@H](NC(=O)CCn1nnc2ccccc2c1=O)C(=O)O,-4.9%,5.8,94.8,89.0,-7.4,111,6.5%,7.4,111
O=C(CSc1ccccc1)Nc1ccc(N2CCN(c3ccccc3)CC2)c(F)c1,-7.3%,/,/,/,12.4,202,-2.8%,-12.4,202
Cc1ccc(C)n1NC(=O)c1ccc(O)cc1,-8.3%,0.6,101.9,101.3,27.8,92,-56.9%,-27.8,92
CCOC(=O)N1CCN(C(=O)CSCC(=O)Nc2nc(-c3ccccc3)cs2)CC1,/,10.4,88.5,78.2,3.1,87,/,-3.1,87
Cc1cc(=O)oc2c1ccc1oc(/C(=N/O)c3ccccc3)c(C)c12,4.6%,-9.7,74.9,84.6,4.1,148,-3.0%,-4.1,148
Cc1ccccc1N1CCN(C(=O)C2CCCCC2)CC1,-5.7%,14.7,97.2,82.5,8.3,132,-8.9%,-8.3,132
O=C(NCc1cccnc1)C1CCN(C(=O)c2ccc(Cl)cc2Cl)CC1,-3.7%,14.5,98.4,83.9,3.9,116,-19.8%,-3.9,116
O=C(CSc1nc2cc3ccccc3cc2[nH]1)Nc1ccc(F)cc1,-3.8%,-10.6,70.2,80.8,11.3,212,-2.0%,-11.3,212
COC(=O)c1c(S(N)(=O)=O)c2ccccc2n1C,-4.9%,14.2,93.3,79.1,11.3,154,9.0%,-11.3,154
CC(C)(C)NC(=O)CSc1ncnc2c1nnn2Cc1ccccc1Cl,0.8%,-15.0,3.0,18.0,-5.7,83,2.3%,5.7,83
Cc1ccccc1NC(=O)Cc1ccccc1,/,5.8,99.3,93.5,-7.9,161,/,7.9,161
NCCc1nnc(SCc2ccccc2F)o1,-7.2%,7.0,108.1,101.1,11.5,150,19.9%,-11.5,150
Cc1cccc(-c2noc(CCC(=O)NCC3CCCO3)n2)c1 (configuration not stated),4.5%,-1.7,95.4,97.1,31.9,170,-4.3%,-31.9,170
O=C(Nc1ccc(C(F)(F)F)cc1Cl)c1ccc(Cn2cc(Br)cn2)o1,-10.4%,7.2,91.2,84.0,3.1,170,1.8%,-3.1,170
Cc1cc(C)n(S(=O)(=O)c2cc(C(=O)O)c(Cl)cc2Cl)n1,-5.8%,15.2,103.8,88.7,-1.1,60,16.3%,1.1,60
O=C(c1ccco1)N1CCN(C(=O)C2CCCN(S(=O)(=O)c3cccc4nsnc34)C2)CC1 (configuration not stated),-11.9%,15.0,91.1,76.1,-10.6,131,-14.8%,10.6,131
Cc1ccc(-c2nc3cnccn3c2Nc2ccc3c(c2)OCO3)o1,10.3%,-4.9,45.8,50.7,/,/,6.6%,/,/
Cc1ccc(C(C)C)c(OCC(O)CN2CCOCC2)c1 (configuration not stated),-10.7%,5.2,90.2,85.1,-0.1,178,-7.0%,0.1,178

# As entered above.
# For NFkB transloc pot cell count 2 µM, Cc1ccccc1NC(=O)Cc1ccccc1 has the entry 161
# For NFkB transloc pot cell count 2 µM, Cc1cccc(-c2noc(CCC(=O)NCC3CCCO3)n2)c1 (configuration not stated) has the entry 170
# For NFkB transloc inh, Cc1cc(C)n(S(=O)(=O)c2cc(C(=O)O)c(Cl)cc2Cl)n1 has the entry 1.1

# Additional entries.
SMILES,Bcl-B TR3 displacers,MRP resist rev,MRP resist rev cytotoxicity,MRP resist rev with doxorubicin,NFkB transloc pot,NFkB transloc pot cell count 2 µM,PLAP inhibitors HTS,NFkB transloc inh,NFkB transloc inh cell count 2 µM
C=CCNC(=O)NS(=O)(=O)c1ccc(C)cc1,4.8%,0.9,98.8,97.8,17.8,88,6.4%,-17.8,88
CCCCC(=O)Nc1cccc(NC(=O)c2ccc(Br)cc2)c1,-3.6%,/,/,/,1.0,176,21.4%,-1.0,176
Cc1onc(-c2ccccc2Cl)c1C(=O)NCC(=O)O,6.9%,8.9,101.9,93.0,27.0,134,-12.2%,-27.0,134
Cc1c(NC(=O)C(C)OC(=O)COc2cccc3c2OC(C)(C)C3)c(=O)n(-c2ccccc2)n1C (configuration not stated),-6.7%,7.1,93.5,86.4,8.0,125,-4.6%,-8.0,125
Cc1cc(C(=O)N/N=C/C=C/c2ccc3c(c2)OCO3)n[nH]1,1.0%,/,/,/,8.1,162,-69.9%,-8.1,162
O=C(CCCOc1ccccc1)Nc1cccc(C(=O)O)c1,2.6%,-1.4,101.8,103.2,11.6,175,1.0%,-11.6,175
CC1(C)CCCC2=C1CC1C(=O)N(O)C(=O)C1C2 (configuration not stated),3.5%,8.4,101.1,92.7,1.9,83,-4.9%,-1.9,83
Cc1nn(-c2ccccn2)c2c1C(c1ccccn1)C1=C(CCCC1=O)N2 (configuration not stated),-5.5%,/,/,/,8.7,198,-74.4%,-8.7,198
CCOC(=O)NC(Nc1ccc(C)cn1)(C(F)(F)F)C(F)(F)F,-6.3%,-5.0,96.4,101.5,2.7,128,19.9%,-2.7,128
COCCNC(=O)Nc1ccc2c(c1)N(C)C(=O)CS2,-28.4%,26.4,104.4,78.1,-8.4,169,-42.1%,8.4,169
COC(=O)C1=C(C)OC(N)=C(C#N)C1c1c(C)nn(-c2ccccc2)c1Cl (configuration not stated),1.6%,-24.7,38.6,63.4,1.0,167,-27.6%,-1.0,167
N#Cc1c(-c2cccs2)nc(SCC(=O)c2cccs2)[nH]c1=O,-71.7%,/,/,/,/,/,-32.3%,/,/

# 7 neighbouring compounds out of the list so far, quoted:
SMILES,Bcl-B TR3 displacers,MRP resist rev,MRP resist rev cytotoxicity,MRP resist rev with doxorubicin,NFkB transloc pot,NFkB transloc pot cell count 2 µM,PLAP inhibitors HTS,NFkB transloc inh,NFkB transloc inh cell count 2 µM
O=C(CCCOc1ccccc1)Nc1cccc(C(=O)O)c1,2.6%,-1.4,101.8,103.2,11.6,175,1.0%,-11.6,175
CC1(C)CCCC2=C1CC1C(=O)N(O)C(=O)C1C2 (configuration not stated),3.5%,8.4,101.1,92.7,1.9,83,-4.9%,-1.9,83
Cc1nn(-c2ccccn2)c2c1C(c1ccccn1)C1=C(CCCC1=O)N2 (configuration not stated),-5.5%,/,/,/,8.7,198,-74.4%,-8.7,198
CCOC(=O)NC(Nc1ccc(C)cn1)(C(F)(F)F)C(F)(F)F,-6.3%,-5.0,96.4,101.5,2.7,128,19.9%,-2.7,128
COCCNC(=O)Nc1ccc2c(c1)N(C)C(=O)CS2,-28.4%,26.4,104.4,78.1,-8.4,169,-42.1%,8.4,169
COC(=O)C1=C(C)OC(N)=C(C#N)C1c1c(C)nn(-c2ccccc2)c1Cl (configuration not stated),1.6%,-24.7,38.6,63.4,1.0,167,-27.6%,-1.0,167
N#Cc1c(-c2cccs2)nc(SCC(=O)c2cccs2)[nH]c1=O,-71.7%,/,/,/,/,/,-32.3%,/,/

# Further compounds follow:
SMILES,Bcl-B TR3 displacers,MRP resist rev,MRP resist rev cytotoxicity,MRP resist rev with doxorubicin,NFkB transloc pot,NFkB transloc pot cell count 2 µM,PLAP inhibitors HTS,NFkB transloc inh,NFkB transloc inh cell count 2 µM
Oc1ccc(CN2CCN(c3ccccc3)CC2)c2cccnc12,/,-20.7,23.2,43.9,?,/,/,-50.6,122
O=C(Nc1ccc(Cl)cn1)C1CCCN1S(=O)(=O)c1ccccc1 (configuration not stated),-8.0%,4.0,103.5,99.5,-0.9,116,-9.8%,0.9,116
CCOC(=O)CSc1cc(CSc2ccccc2)nc(-c2ccccc2)n1,-8.3%,/,/,/,7.2,146,0.4%,-7.2,146
CCOC(=O)C(C)Oc1ccc(C2NC(=O)NC(C)=C2C(=O)Nc2ccccc2C)cc1 (configuration not stated),-10.1%,0.8,94.1,93.3,7.3,126,-47.0%,-7.3,126
COc1ccccc1OCC(=O)Nc1ccccn1,12.7%,-5.3,74.1,79.4,/,/,12.7%,/,/
Cc1cccc(/C=C2\CCC(=C3SCCCS3)C2=O)c1,0.1%,/,/,/,-6.5,128,-5.9%,6.5,128
Cc1ccc(C(=O)NNC(=O)CSc2nnc(-c3ccncc3)n2C)cc1,-4.4%,/,/,/,-5.1,136,-85.9%,-2.3,113
CCCCNC(=S)NNC(=O)CCn1nc(C)c(Br)c1C,10.4%,/,/,/,-5.1,112,-33.5%,5.1,112
O=C1NC(=O)c2c(NC(=O)C3CCCO3)cccc21 (configuration not stated),-4.1%,-8.7,90.7,99.4,23.1,146,-17.8%,-23.1,146
Cc1cc(C)c2nc(-c3ccccn3)cc(C(=O)Nc3cc(C)on3)c2c1,-9.7%,0.7,34.1,33.4,9.7,139,-5.8%,-9.7,139
O=C(Nc1ccc(Cl)cn1)C1CCCN1S(=O)(=O)c1ccc(Cl)cc1 (configuration not stated),-13.8%,0.0,89.0,89.0,3.6,145,10.4%,-3.6,145
COc1c(Cl)cc(C(=O)Nc2ccc(Cl)cn2)cc1Cl,-6.7%,-3.1,63.6,66.8,6.8,186,14.0%,-6.8,186
CCn1c(Cc2ccccc2)nnc1SCC(=O)Nc1nccs1,-11.1%,-3.5,62.4,65.9,9.7,164,-14.9%,-9.7,164
Cc1ccc(-n2ncc(-c3nnc(SCC(=O)NC4CCCC4)o3)c2N)cc1C,-4.4%,5.3,83.1,77.8,/,/,0.7%,/,/
Cc1ccc(OCCCSc2ncccn2)cc1C,/,23.6,106.4,82.8,13.5,143,/,-13.5,143
Cc1cc(OC2CCCCC2)nc(-c2ccccc2O)n1,-1.9%,4.7,89.3,84.7,36.3,140,-16.3%,-36.3,140
O=C(CCN1CCN(CC(=O)Nc2ccccc2F)CC1)Nc1ccccc1F,2.5%,9.6,88.3,78.7,-3.8,138,-62.1%,3.8,138
COc1ccc(C(c2nnnn2Cc2cccs2)N2CCN(c3ccccc3F)CC2)cc1 (configuration not stated),-24.0%,17.8,95.0,77.2,4.2,216,-31.8%,-4.2,216
Cc1nc2c(C(=O)NCc3ccccc3Cl)c[nH]n2c(=O)c1Cl,12.5%,/,/,/,-0.2,146,-53.4%,0.2,146
CC(=O)Nc1c(S(=O)(=O)c2ccccc2)c2nc3ccccc3nc2n1Cc1ccccc1,0.7%,/,/,/,23.5,133,-8.0%,-23.5,133
Cc1ccc2occ(CN3CCN(Cc4ccccc4)CC3)c(=O)c2c1,-1.1%,/,/,/,3.3,166,-32.7%,-3.3,166
Cc1ccc(CNc2nc3ccccc3n3cnnc23)cc1,3.0%,/,/,/,21.4,179,28.5%,-21.4,179
CCCCN1C(=O)/C(=C/C=C2\N(C)c3ccccc3C2(C)C)SC1=S,-269.2%,/,/,/,-4.5,96,-12.5%,4.5,96

# Screening data from PubChem.
